Vif-A3F inh = Vif-A3F binding inhibition | HeLa A3F-eYFP + Vif (tagged APOBEC3F with the HIV-1 protein that degrades it), YFP fluorescence increase | Potency, µM (top dose mostly 46.1 µM), for the others: top-dose activity, negative = active | actives 0.2% (n = 390,000); also: potency is read from the fitted curve at half-maximal effect; % of control where 0% means no effect; nearly all actives have a fitted effect of over 65% in size
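HeLa cells stably expressing A3F-eYFP plus Vif, plated and incubated overnight at 37 deg C, then exposed to compounds overnight at 37 deg C. Blocked degradation read as raised yellow fluorescence (Ex 488/Em 500-530).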
LDHA block = inhibitors of human lactate dehydrogenase A; P00338; purified LDHA, NADH/diaphorase-resazurin fluorescence; stronger effect = lower value; activity change, % (values are at about 110 or 230 µM); actives 0.15% (n = 480,000); in the data active = activity change below about -30%; inconclusive = mostly about -25% to -30%;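 also: plate controls were DMSO wells for no effect and wells without enzyme for full effect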
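Enzyme activity of human lactate dehydrogenase 5 (2 nM; 0.06 mM NADH, 0.2 mM pyruvate, 5 min, RT) is measured via a resazurin/diaphorase fluorescence readout of residual NADH.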
TrxR1 inh = inhibitors of rat thioredoxin reductase 1; O89049; recombinant rTrxR1, NADPH fluorescence consumption, selenite substrate; Potency, µM (highest dose often 114 µM), for inactives: at the highest dose activity change, negative = inhibition, actives largely listed as inhibitors; actives 1% (n = 390,000); AID 588453; also: potency is read from the fitted curve at half-maximal effect; % is scaled to controls: 0 for no effect and ±100 for the full control effect; nearly all actives have a fitted effect of over 65% in size
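Rat TrxR1 (90 nM in the dispensed reagent) was pre-reduced with 400 uM NADPH for 5 min at room temperature, then incubated with compound for 15 min. After 400 uM selenite was added, NADPH fluorescence (Ex 340/Em 450 nm) was followed for 8 min.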
TrxR1 substrate = substrates of rat thioredoxin reductase 1; AID 588456; purified TrxR1 substrate turnover, NADPH consumption readout; O89049; actives 0.01% (n = 390,000); Potency, µM (titrated, usually from 114 µM), inactives show at the top dose activity change, negative = substrate turnover; also: potency is read from the fitted curve at half-maximal effect; % is scaled to controls: 0 for no effect and ±100 for the full control effect; nearly all actives have a fitted effect of over 50% in size
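Rat TrxR1, dispensed at 90 nM, was prereduced with 400 uM NADPH (final) for 5 min at ~22 deg C, then incubated with compound 15 min before 400 uM selenite. A first-read NADPH fluorescence drop versus no-compound background flagged substrates.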
USP1-UAF1 inh = USP1/UAF1 (human) deubiquitinase inhibition | AID 743255 | Potency, µM (highest dose often 57.1 µM), for the others: at the highest dose activity change, negative = inhibition, hits mostly inhibitors | actives 0.23% (n = 390,000) | O94782 | recombinant USP1/UAF1, Ub-Rhodamine cleavage fluorescence; also: potency is read from the fitted curve at half-maximal effect; % is scaled to controls: 0 for no effect and ±100 for the full control effect; nearly all actives have a fitted effect of over 60% in size; inactives centre near -12
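Step one: compound is pinned into 1nM USP1/UAF1 in HEPES pH 7.8 buffer with TCEP. Step two: 15 min room-temperature incubation. Step three: Ub-Rho (150nM final) starts cleavage, tracked by fluorescence over six one-minute reads.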
mIDH1 inhibitor = human IDH1 R132H inhibition; IDH1-R132H enzyme, NADPH consumption, diaphorase/resazurin fluorescence; Potency, µM (titrated, usually from 76.6 µM), without a hit: top-dose activity change, negative = inhibition, hits mostly inhibitors; O75874; actives 0.093% (n = 390,000); AID 602179; also: potency is read from the fitted curve at half-maximal effect; % is scaled to controls: 0 for no effect and ±100 for the full control effect; nearly all actives have a fitted effect of over 65% in size
Target sequence (O75874 whole entry R132H, stated change not applied): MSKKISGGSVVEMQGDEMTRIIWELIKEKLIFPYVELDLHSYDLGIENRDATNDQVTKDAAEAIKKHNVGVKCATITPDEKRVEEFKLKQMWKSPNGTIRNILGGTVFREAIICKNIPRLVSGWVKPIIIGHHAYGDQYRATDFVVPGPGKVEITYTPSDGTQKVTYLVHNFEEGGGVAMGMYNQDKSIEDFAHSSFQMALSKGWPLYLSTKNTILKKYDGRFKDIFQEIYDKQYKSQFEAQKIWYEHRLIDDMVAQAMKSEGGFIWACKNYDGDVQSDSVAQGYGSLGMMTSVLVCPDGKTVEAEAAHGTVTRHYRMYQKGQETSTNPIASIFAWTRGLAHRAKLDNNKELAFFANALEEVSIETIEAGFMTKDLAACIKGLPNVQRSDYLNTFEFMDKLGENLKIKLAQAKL
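IDH1-R132H (0.5 ug/mL) preincubated 30 min with compound, then NADPH (0.016 mM) and alpha-KG (2 mM) added; 80 min at RT, pH 7.5. Remaining NADPH coupled via diaphorase/resazurin to fluorescence (540/590 nm); concentration-response curves normalized to no-enzyme control.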
RGS4 inh = blocks human RGS4-accelerated GTP hydrolysis | Transcreener GDP fluorescence polarization, RGS4-accelerated GTP hydrolysis | AID 504845 | Potency, µM (top dose mostly 114 µM), for inactives: top-dose activity change, negative = inhibition, actives largely listed as inhibitors | P49798 | actives 0.039% (n = 390,000); also: potency is read from the fitted curve at half-maximal effect; % is scaled to controls: 0 for no effect and ±100 for the full control effect; nearly all actives have a fitted effect of over 75% in size; some results filed as inactive show a strong effect at the top dose
Target sequence (P49798 whole entry, looked up): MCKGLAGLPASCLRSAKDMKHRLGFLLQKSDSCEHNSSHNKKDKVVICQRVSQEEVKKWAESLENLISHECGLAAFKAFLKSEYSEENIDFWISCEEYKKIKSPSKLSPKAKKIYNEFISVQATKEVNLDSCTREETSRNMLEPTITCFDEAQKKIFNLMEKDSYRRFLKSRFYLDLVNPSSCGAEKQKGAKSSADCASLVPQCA
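MLSMR compounds (23 nl, pin-transferred) preincubated 10 min at room temperature with a 500nM (2x) first reagent, then RGS4 at 900nM (2x) plus Transcreener GDP mix added; fluorescence polarization (620/688 nm) read before and after 90 min at 30 °C.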
Vif-A3G inh = blocks the Vif interaction with human APOBEC3G. Q9HC16. HeLa A3G-eYFP + Vif (tagged APOBEC3G with the HIV-1 protein that degrades it), YFP fluorescence, overnight. Potency, µM (top dose mostly 46.1 µM), for the others: at the highest dose activity, negative = active, actives largely listed as inhibitors. actives 0.076% (n = 410,000). AID 602310;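 also: potency is read from the fitted curve at half-maximal effect; % is scaled to controls: 0 for no effect and ±100 for the full control effect; nearly all actives have a fitted effect of over 60% in size; hits raise eYFP signal because A3G escapes Vif-driven loss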
Target sequence (Q9HC16 whole entry, looked up): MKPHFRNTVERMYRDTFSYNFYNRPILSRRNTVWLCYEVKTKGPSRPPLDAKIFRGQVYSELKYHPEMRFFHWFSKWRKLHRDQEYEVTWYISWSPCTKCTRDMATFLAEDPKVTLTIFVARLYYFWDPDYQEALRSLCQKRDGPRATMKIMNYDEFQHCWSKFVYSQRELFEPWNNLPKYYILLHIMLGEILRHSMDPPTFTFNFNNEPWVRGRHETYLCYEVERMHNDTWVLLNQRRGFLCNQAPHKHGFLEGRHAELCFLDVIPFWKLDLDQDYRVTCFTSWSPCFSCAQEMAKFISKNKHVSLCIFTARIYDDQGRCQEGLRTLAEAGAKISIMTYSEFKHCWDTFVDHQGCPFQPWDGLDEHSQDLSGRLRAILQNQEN
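HeLa cells stably expressing Vif and C-terminally eYFP-tagged A3G, seeded overnight at 37 deg C, then exposed to compound by pintool overnight at 37 deg C. Rise in yellow fluorescence (Ex 488/Em 500-530, Acumen) marks blocked Vif-driven A3G degradation.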
GRP78 ERSR act = induces the endoplasmic reticulum stress response in human glioma cells. Potency, µM, without a hit: at the top dose activation, most hits filed as activators. U87-MG GRP78 promoter luciferase reporter, 16 h. AID 602332. actives 0.02% (n = 420,000); also: potency is read from the fitted curve at half-maximal effect; series mostly up to about 76 µM; % of control where 0% means no effect; nearly all actives have a fitted effect of over 35% in size
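Stably transfected U87-MG human glioma cells carrying a GRP78-based luminescent sensor were seeded at 1000 cells/well, pin-dosed with compounds and incubated 16 h. Luciferase reagent was then added, and end-point luminescence was read after 10 min at room temperature.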
Active calls of the source: *; ? = inconclusive; / = not tested or not shown; & = joins results of further samples; [ ] = remark or other dose. Unless noted, calls follow the shape of the dose curve; as a rule, active = well fitted curve in the direction sought with a large enough effect; inconclusive = small, poorly fitted or top-dose-only effect, or another doubt; inactive = no such curve, though single readings can be large; an effect the other way counts as inactive or inconclusive. The list is partial; the hit share may differ from the screen's.

The line under a structure holds: Vif-A3F inh, LDHA block, TrxR1 inh, TrxR1 substrate, USP1-UAF1 inh, mIDH1 inhibitor, RGS4 inh, Vif-A3G inh, GRP78 ERSR act
> Cc1cccc2c1-c1sc(C(=O)NCCCN3CCC(C)CC3)cc1CO2
    4%, -2, 3%, 304%[activator], -15%, 0%, 16%, -4%, -2%
> CCN(CCn1cccn1)C(=O)CCc1nnc(-c2ccc3c(c2)OCO3)o1
    5%, -6, -1%[57.1 µM], 3%[57.1 µM], 11%, 8%, -8%, -1%, 5%
> OC(CN1CCCC1)Cn1ccc2ccccc21 (stereo not given)
    -2%, -5, 11%, 2%, -9%, 7%, -8%, 3%, -5%
> COc1cccc2c1oc1c(SCc3nc4ccccc4[nH]3)nc(C)nc12
    -1%, 3, 4%[57.1 µM], 8%[57.1 µM], /, /, -1%, -16%, -2%
> O=C1CCSc2c1ccc1ccccc21
    6%, -4, -8%[11.4 µM], 52%[57.1 µM], -4%, 0%, -4%, -6%, 3%
> Cc1ccc(CCNC(=O)CN2C(=O)COc3ccc(S(=O)(=O)N4CCCCCC4)cc32)cc1
    14%, 2, 27%, 3%, -20%, 1%, 2%, -5%, -1%
> COc1ccccc1-n1c(CNc2ccc(F)cc2)nnc1SCC(=O)Nc1cc(C)on1
    4%, -1, 1%, 1%, -9%, 3%, -5%, -1%, -2%
> O=C(NCc1ccccc1)NC12CC3CC(CC(C3)C1)C2
    -7%, -5, 11%, 2%, -7%, -2%, 11%, -2%, -1%
> O=C1C(=C2SCCCS2)CC/C1=C\c1ccc(F)cc1
    -5%, -6, 3%[57.1 µM], 11%[57.1 µM], -13%, 10%, -11%, -11%, -15%
> CCOc1ccc(N(C)S(=O)(=O)c2cnc[nH]2)cc1
    -1%, -11, -3%, -5%, -4%, -13%, 5%, 0%, -2%
> O=C(O)CC/C(=N\Nc1ccc([N+](=O)[O-])cc1)c1ccccc1
    2%, -11, 12%[2.29 µM], -5%[57.1 µM], -16%, 7%, 11%, -4%, 4%
> O=C(N1CCCC1)N1CCN(S(=O)(=O)c2ccccc2)CC1
    16%, -4, 2%, 1%, 7%, -4%, 12%, 1%, -2%
> COc1cccc(Cn2c(=O)oc3ccccc32)c1
    4%, -1, 9%, -4%[57.1 µM], -4%, 3%, -16%, -8%, 2%
> CCCC(=O)OC(C(=O)Nc1cc(C(F)(F)F)ccc1Cl)c1ccccc1 (stereo not given)
    6%, 2, 10%, -6%, -11%, 2%, 6%, -5%, -2%
> O=C(NN=C1CCCCC1)c1ccccc1-n1cccc1
    4%, -3, 25%, 10%, -11%, 5%, -18%, -1%, -6%
> O=C(NCCn1cc(SCc2cccc(F)c2)c2ccccc21)c1cccc(C(F)(F)F)c1
    1%, 8, -2%, -10%, -25%, 9%, -22%, -7%, -2%
> Cc1cccc(N2CCN(CCNC(=O)c3cc4c(s3)CS(=O)(=O)C4)CC2)c1C
    2%, 0, -7%, 1%, -17%, -3%, 3%, 0%, -3%
> O=[N+]([O-])c1cccnc1Oc1ccc(F)cc1
    11%, -5, 27%, 8%, -12%, 1%, 29%, -1%, -3%
> Cc1oncc1C(=O)Nc1ccc2ccccc2c1
    3%, -1, 19%, 2%, -28%, 1%, -5%, 1%, -3%
> CCOc1ccccc1C(=O)N1CCc2cc(OC)c(OC)cc2C1COc1ccc(OC)cc1 (stereo not given)
    7%, 0, 12%[57.1 µM], -1%[57.1 µM], -34%, 7%, 6%, -2%, -2%
> O=C1Nc2ccccc2C1=Nc1ccc2[nH]c3ccccc3c2c1
    5%, 8, -12%[11.4 µM], 41%[57.1 µM], -8%, 6%, ?, -2%, -3%
> CN(C)CCCCOc1ccc(F)cc1
    -11%, -18, 37%[57.1 µM], 11%[11.4 µM], 3%, 10%, 18%, -7%, 0%
> CC1CC=CCC1(CO)CO (stereo not given)
    7%, 0, 5%[11.4 µM], 6%[57.1 µM], 3%, 0%, -6%, 0%, -1%
> O=C(Nc1ccccc1N1CCCC1)C1CCN(C(=O)c2ccc(F)cc2)CC1
    1%, -1, 11%, -2%, -19%, -2%, -17%, 1%, -6%
> Cc1cccc(OCCCC(=O)NNC(=O)c2cccc(N(C)C)c2)c1
    4%, -2, 2%, 1%, -3%, 3%, 9%, 0%, 0%
> Cc1ccc(C(=O)Cn2c(C(=O)O)cc3ccccc32)cc1
    0%, -1, 31%, 9%, -11%, 3%, 20%, 0%, -2%
> Cc1c(Cl)cnc(NC(=O)COC(=O)C2CC2)c1Cl
    1%, -1, 3%, 6%, ?, 1%, -17%, -1%, 1%
> Cc1cccc(C(=O)OCC(=O)NCC2CCCO2)c1O (stereo not given)
    -6%, 0, 20%, 5%, -6%, -2%, 32%, 1%, 10%
> Cn1c(=O)n(C)c2cc(C(=O)c3ccccc3)ccc21
    -21%, 6, 8%[57.1 µM], -2%, -9%, 0%, 4%, 0%, -1%
> Cc1cc(NC(=O)Cn2cc([N+](=O)[O-])cn2)n(Cc2ccc(F)cc2)n1
    8%, 0, 13%[57.1 µM], 5%[57.1 µM], -9%, 0%, -9%, -4%, -2%
> CCC(C)NS(=O)(=O)c1ccc(NS(=O)(=O)c2ccccc2[N+](=O)[O-])cc1 (stereo not given)
    -5%, -5, 22%, -1%, -23%, -1%, 3%, 1%, -4%
> CCN(CC(=O)NCc1cccs1)C(=O)c1cccc(S(=O)(=O)Nc2ccccc2Cl)c1
    -2%, -22, 5%, -4%, 2%, 1%, 17%, 1%, -3%
> Cc1nn(C)c(C)c1C(C)NC(=O)c1cc(COc2cncc(Cl)c2)on1 (stereo not given)
    2%, -5, -7%, -2%, -12%, -14%, 31%, 5%, -5%
> CCOC(=O)c1ccc(NC(=O)CSc2nnc(CNC(=O)c3ccco3)o2)cc1
    -3%, -2, ?, -19%, -1%, -13%, 0%[11.4 µM], 1%, -4%
> O=S(=O)(Cc1ccccc1Cl)NCc1ccccc1
    0%, -16, -1%[57.1 µM], -2%[57.1 µM], -13%, 0%, 20%, 1%, 0%
> CC(C)c1ccc(CNC(=O)c2ccc(N3CCCC3)c(NC(=O)NCc3ccccc3)c2)cc1
    2%, -21, 12%[57.1 µM], 5%[57.1 µM], -14%, 0%, 28%, 4%, -3%
> CCc1nc2oc3ccccc3c(=O)c2c(=O)n1Cc1ccc(OC)cc1
    -17%, -5, 6%, -2%, -9%, 5%, 29%, 2%, -2%
> CCOc1cc(N2CCOCC2)c(OCC)cc1NC(=O)CN1C(=O)NC(C)(C2CC2)C1=O (stereo not given)
    -1%, -12, 34%, -1%, -10%, 0%, 3%, -4%, -1%
> Cc1[nH]c(=O)c(C(=O)c2ccccc2O)cc1C(=O)O
    2%, -4, -19%, -18%, -20%, -3%, 8%, 2%, -2%
> CC(=O)OC(C(=O)NCCc1ccccc1)c1cccnc1 (stereo not given)
    1%, -9, 35%[activator], 19%, -5%, 6%, 41%, 0%, -5%
> COc1ccc(-c2cc(C(F)(F)F)c(C#N)c(=O)[nH]2)cc1
    11%, -1, 0%, 708%[activator], -15%, 5%, -16%, -3%, 1%
> Cc1cc(N)cc(C)c1-c1c(Br)cc(N)cc1Br
    -3%, -4, -5%, -7%, -24%, -1%, -4%, ?, -4%
> Cc1ccc(-c2cc(C(=O)N/N=C/C(Br)=C/c3ccccc3)n[nH]2)o1
    0%, -7, -19%, -2%, -10%, -6%, ?, ?, 5%
> Nc1ccc(S(=O)(=O)Nc2cnc3ccccc3n2)cc1
    3%&1%, -13&-1, 16%&2%, 5%&-1%, ?, -7%&4%, 13%&-17%, 0%&-2%, -2%&2%&1%&-5%&-4%
> CC(=O)Nc1ccc(Br)cc1C(=O)C(=O)O
    -1%, 27, 4%, -2%, -2%, 3%, -13%, -27%, -6%
> O=C(NCCc1ccccc1)C1CCCN1S(=O)(=O)c1ccc(F)cc1 (stereo not given)
    0%, -1, 11%, 5%, -12%, -2%, -13%, 0%, -1%
> COc1ccc2c(CC(=O)OCC(=O)Nc3sc4c(c3C#N)CCC(C)C4)coc2c1 (stereo not given)
    -5%, -1, 0%, -4%, -19%, 4%, -7%, 0%, -1%
> O=C(Nc1ccccc1)c1ccc(Br)c(S(=O)(=O)N2CCCCC2)c1
    10%, -2, 25%[57.1 µM], 6%[57.1 µM], -14%, 13%, -24%, 7%, 0%
> CCOc1ccc(NC(=O)c2cc3c(=O)n(Cc4cccs4)ccc3nc2C)cc1
    -29%, -17, 19%[57.1 µM], 3%[57.1 µM], 2%, -13%, -31%, -1%, 1%
> CN1CCN(C(=O)C2CC(c3ccc(F)cc3)=NO2)CC1 (stereo not given)
    1%, -12, 6%, 2%, -9%, -10%, 19%, 0%, 2%
> O=C(NC12CC3CC(CC(C3)C1)C2)c1ccccc1
    -10%, -16, 12%, 3%, -24%, -1%, 6%, 1%, -2%

Source: PubChem BioAssay (National Center for Advancing Translational Sciences (NCATS))
